# Source: PubChem BioAssay (National Center for Advancing Translational Sciences (NCATS))
# HCMV antiviral = inhibitors of human cytomegalovirus; HFF cells, HCMV-luciferase reporter, 72 h; hits give low values; activity change, negative = inhibition, % at 57.5 µM; 410,000 tested, 4.5% active; in the data active = activity change below about -60%; inconclusive = no clear call, values can overlap the other calls; inactive = above about -39%
#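 Two compound doses tested in HFFs infected with HCMV-luciferase, MOI 1 PFU/cell, 72 h at 37C. Lysate luminescence read with OneGlo; data normalized against buffer-only and 10uM Salinomycin inhibitor controls.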
# Starred values were filed as active, the others as inactive; u = inconclusive. % is set by controls: 0 for no effect and ±100 for the full control effect.
SMILES,HCMV antiviral
CC1(C)OCC(N)(CO)CO1,4.5
O=C(CN1CCN(C(=O)c2ccc(-c3nc4ccccc4s3)o2)CC1)Nc1cccc(F)c1,-16.6
CC(C)CC1NC(=O)c2cc3ccccc3cc2-n2c1nc1ccc(F)cc1c2=O (stereo not drawn),-30.3
CCOc1ccc(C(=O)CCC(=O)NCC(=O)Nc2ccc(F)c(F)c2F)cc1,25.6
Cc1cccc(N(C)c2cc(-c3ccc(F)cc3)nc3ccnn23)c1,-0.9
CNc1ncnc2c1ncn2[C@H]1CN(Cc2ccc(F)cc2)C[C@@H](CO)O1,43.4
CC(C)NC(=O)C1Cc2c(-c3ccccc3Oc3ccccc3)ccnc2O1 (stereo not drawn),-16.1
CC(=O)c1ccccc1NC(C(=O)NC1CCCCC1)C(C)C (stereo not drawn),6.5
CC1(Oc2ccccc2-c2ccn[nH]2)CCN(Cc2ccc(OC(F)(F)F)cc2)C1 (stereo not drawn),-2.2
CCN(CC)CCN(C)C(c1ccnc2ccccc12)c1nnnn1-c1ccc2c(c1)OCCO2 (stereo not drawn),-2.4
CCc1nc2c(OCCn3cccc3)cccn2c1N(C)C(=O)c1ccccc1F,1.3
CCOC(=O)CC1(C)Oc2ccccc2N1S(=O)(=O)c1ccc(C)cc1 (stereo not drawn),-17.3
CCN(CC)C(=O)C1=C(C)N(Cc2ccc(OC)cc2)C(=O)C(CC(=O)NCCCN(C)C)C1 (stereo not drawn),-14.1
CCOC(=O)c1cccn1C1C(=O)N(Cc2ccc(Cl)nc2)c2ccccc21 (stereo not drawn),-10.2
COc1ccc(-c2csc(C(C)(O)c3ccc(OC)cc3)n2)cc1 (stereo not drawn),-23.6
Cc1ccc(C=C2SC(=S)N(CCCC(=O)Nc3cccc(C(=O)O)c3)C2=O)cc1,-27.7
CC(C)c1ccc(CC(=O)N2CCC2(C)C(=O)NCC(C)(C)C)cc1 (stereo not drawn),-26.5
COc1ccc(C(O)c2ncc(-c3ccccc3)[nH]2)c(OC)c1 (stereo not drawn),-66.5*
CC(C)N1C(=O)C(=O)N(CC(=O)N2c3ccccc3CC2C)C1=O (stereo not drawn),-25.4
O=C1NC[C@H](CCCCN2C[C@H](Cc3ccc(O)cc3)N(CC3CCCCC3)C(=O)C2=O)N(CC2CCCCC2)C1=O,-2.8
CCCCCCCCN1C(=O)[C@H](CC(=O)NCC23CC4CC(CC(C4)C2)C3)C[C@@]2(C(=O)OC)CCCCC=C12,-11.3
C[C@H]1CN([C@@H](C)CO)C(=O)CCCn2nncc2CO[C@@H]1CN(C)C(=O)c1ccncc1,23.0
CC(C)(C)C(=O)N1Cc2cc(-c3cccc(F)c3)ccc2-n2nncc2C1,10.1
C[C@H](CO)N1C[C@H](C)[C@@H](CN(C)Cc2ccc(Oc3ccccc3)cc2)OCc2cnnn2CCCC1=O,-12.8
O=S(=O)(c1cccc2ccccc12)N1Cc2ccccc2-n2nncc2C1,-28.8
CCN1CCN(C(c2ccccc2)c2nnnn2C(C)(C)C)CC1 (stereo not drawn),-17.5
Cn1c(-c2cccnc2)cc2cnc(Nc3ccc4c(c3)OCO4)cc21,21.9
COCCNc1nc(NCCCN2CCCC2=O)c2sccc2n1,-39.5
NC1(N2SC(S)=C3CCCC=C32)CCCCC1,-23.8
CN(C)S(=O)(=O)Nc1ccc(Cc2ccncc2)cc1,17.6
COCCN1C[C@@H](CO)O[C@@H](n2cnc3c(NCc4ccncc4)ncnc32)C1,u
CSc1ccc(CN2CCC2(C)C(=O)NCc2ccccc2Br)cc1 (stereo not drawn),u
CC(=O)Nc1cncc(-c2ccccc2CO)n1,4.0
Nc1ncnc2c1ncn2[C@@H]1O[C@H](C(=O)N[C@@H](CO)c2ccccc2)[C@@H](O)[C@H]1O,-6.5
CC1(C(=O)NCCC#N)CCN1C(=O)c1ccccc1CCc1ccccc1 (stereo not drawn),-9.3
C[C@@H]1CN([C@@H](C)CO)C(=O)CCCn2nncc2CO[C@H]1CN(C)S(=O)(=O)c1ccc(-c2ccccc2)cc1,-29.3
O=C(Nc1ccc(Br)cc1Br)Nc1cccc2[nH]c([C@@H]3O[C@H](CO)[C@@H](O)[C@H](O)[C@H]3O)nc12,u
COC(=O)c1ccc(N2C(c3cc(OC)cc(OC)c3)=Cc3ccc(-c4ccc(C(N)=O)cc4)cc3C2CC(=O)C2CC2)cc1 (stereo not drawn),-22.8
CCCCn1nnnc1-c1nc2ccccc2[nH]c1=O,-15.9
COC(=O)[C@]12CCCCC=C1N(Cc1ccccc1)C(=O)[C@H](CC(=O)NCc1ccccc1)C2,-2.5

# Part of the list above in order of heavy-atom count, falling:
SMILES,HCMV antiviral
COC(=O)c1ccc(N2C(c3cc(OC)cc(OC)c3)=Cc3ccc(-c4ccc(C(N)=O)cc4)cc3C2CC(=O)C2CC2)cc1 (stereo not drawn),-22.8
C[C@@H]1CN([C@@H](C)CO)C(=O)CCCn2nncc2CO[C@H]1CN(C)S(=O)(=O)c1ccc(-c2ccccc2)cc1,-29.3
Nc1ncnc2c1ncn2[C@@H]1O[C@H](C(=O)N[C@@H](CO)c2ccccc2)[C@@H](O)[C@H]1O,-6.5
CC1(C(=O)NCCC#N)CCN1C(=O)c1ccccc1CCc1ccccc1 (stereo not drawn),-9.3
CSc1ccc(CN2CCC2(C)C(=O)NCc2ccccc2Br)cc1 (stereo not drawn),u
CC(=O)Nc1cncc(-c2ccccc2CO)n1,4.0

# (more compounds)
SMILES,HCMV antiviral
O=C(O)c1ccc(CNC(=O)c2ccc(S(=O)(=O)N3CCCC3)cc2)cc1,32.4
CC(=O)N1CCC(C(=O)N2c3ccccc3N=C(c3ccc(C(F)(F)F)cc3)C2C(=O)NC2CCCC2)CC1 (stereo not drawn),15.5
Cc1ccccc1CN1CCN(C(=O)[C@H]2O[C@@H](n3ccc(=O)[nH]c3=O)[C@H](O)[C@@H]2O)CC1,4.7
C#CCN(C[C@H]1[C@H](OC(=O)NCc2ccco2)[C@H](OC(=O)NCc2ccco2)C[C@@H](C(=O)OC)[C@H]1C(=O)OC)S(=O)(=O)c1ccc(C)cc1,0.3
Cc1ccc(S(=O)(=O)N2C[C@H]3C(=O)C[C@@H](c4ccccc4)N(S(=O)(=O)c4ccc(C)cc4)[C@H]3C[C@H]2c2ccccc2)cc1,-17.3
C(=C\c1ccccc1)/CN1CCN(C(c2nnnn2Cc2ccccc2)C2CC2)CC1 (stereo not drawn),-10.9
CNc1cnc(-c2cc(OC)c(OC)c(OC)c2)cn1,-10.2
COCCNC(=O)C1(C)CCCN(Cc2cn(C)c3ccccc23)C1 (stereo not drawn),-20.1
CCc1nc2ccc(C(=O)NCCOc3ccc(OC)cc3)cn2c1N(C)CCCc1ccccc1,-29.9
C[C@H](c1ccccc1)N1C[C@@H](COCc2ccccc2)Oc2cccc(Oc3ccc(C(C)(C)C)cc3)c2S1(=O)=O,u
CCCC(=O)N1CCC1(C)C(=O)NS(=O)(=O)c1ccccc1 (stereo not drawn),-26.0
COc1ccc(C=Cc2ccc3ccccc3n2)c(OC)c1,-87.6*
CCOC(=O)N1CCN(C(C(=O)NC2CCCC2)c2ccco2)CC1 (stereo not drawn),u
CCC(=O)N1CCCC(C(=O)Nc2nc3ccccc3n2C)CC1 (stereo not drawn),-24.8
Cc1ccc(S(=O)(=O)N2C[C@H]3[C@H]4C(=O)N(C)C(=O)[C@H]4CC(=O)[C@H]3[C@@H]2c2ccccc2F)cc1,19.3
CCOc1ccc(-c2cc(C(=O)NC3CCCCC3)[nH]n2)c(C)c1,37.8
CC(C)(C)c1ccc(C(O)c2ncc(-c3ccccc3Cl)[nH]2)cc1 (stereo not drawn),8.1
CC(=O)Nc1ccc(C(=O)N2CCCCC2c2cc(C(=O)N3CCOCC3)no2)cc1 (stereo not drawn),-8.8
COc1ccc(CNC(=O)C2CCN(S(=O)(=O)c3ccc(N4CCCC4=O)cc3)CC2)cc1,-8.0
OC(c1ccc(F)c(F)c1)c1nc(-c2cncnc2)cs1 (stereo not drawn),-11.0
Cc1ccc([C@@H]2C[C@H]3[C@@H](CN2S(=O)(=O)c2ccc(Cl)cc2)C(=O)C[C@@H](c2cccc4ccccc24)N3S(=O)(=O)c2ccc(C)cc2)cc1,-15.7
Cc1cccc(S(=O)(=O)NC(=O)C2(C)CCN2C(=O)c2ccccc2CCc2ccccc2)c1 (stereo not drawn),25.8
O=C(N/N=C/c1ccc(N2CCOCC2)s1)c1ccc(O)cc1,30.2
COC(=O)C1(C)NC(c2cccc(C)c2)C2C(=O)N(c3ccccc3)C(=O)C21 (stereo not drawn),-1.8
CCN(CC)C(=O)C1=C(C)N(Cc2ccc(C(C)(C)C)cc2)C(=O)C(CC(=O)NCCCCc2ccccc2)C1 (stereo not drawn),-21.5
COC(=O)C1=CN(c2ccc(N3CCOCC3)cc2)C(N)=C(C#N)C1c1cccc(F)c1 (stereo not drawn),4.9
COc1cc(C(O)c2nc(-c3ccc(F)c(Cl)c3)cs2)ccc1F (stereo not drawn),-11.8
Fc1ccc(-c2nc3ccc(Br)cn3c2Cc2cccc(Cl)c2)cc1,-7.0
COc1ccc(C(=O)NCCCC2CCCC2)cc1OC1CCN(C(C)C)CC1,26.1
CN(C(=O)COC(=O)c1cc([N+](=O)[O-])ccc1N1CCOCC1)C1CCCCC1,4.1
CCOc1ccccc1Nc1nc(N2CCCC2)nc(N2CCOCC2)n1,u
CC1=C(C(=O)N(C(C)C)C(C)C)CC(CC(=O)NCc2cccc3ccccc23)C(=O)N1Cc1ccccc1 (stereo not drawn),-11.8
CC(=O)Nc1cc(-c2ccc(N(C)C)cc2)cn2c(-c3ccc(F)cc3)cnc12,-37.7
CC(C)(C)n1nnnc1C(c1ccccc1)N1CCCN(Cc2ccc(F)cc2)CC1 (stereo not drawn),-0.9
Cc1ccccc1Oc1ccc2c(c1)[C@@H]1C[C@H](N(C)C(=S)Nc3ccc(F)cc3)[C@H]([C@H](C)O)C(=O)N1CC2,-31.1
CCc1nc2ccc(C(=O)Nc3cccc(OC)c3)cn2c1N(C)Cc1ccc(OC)cc1,-2.1
O=C1CCCC(=O)C1C(=O)c1ccc(C(F)(F)F)cc1[N+](=O)[O-],1.6
O=C(NCc1cccnc1)c1cc(C2CCCCN2C(=O)OCc2ccccc2)on1 (stereo not drawn),1.0
Cc1nn(CC(C)C)c(Cl)c1C(=O)NCC(C)(C)N1CCOCC1,-39.5
CCc1nc2c(OCc3ccc(S(C)(=O)=O)cc3)cccn2c1N(C)C(=O)c1ccccc1F,-18.7
O=C(NC(c1ccc(F)cc1)c1ccc2ccccc2n1)C1CCN(Cc2cccc(C(F)(F)F)c2)CC1 (stereo not drawn),-6.6
N#Cc1cccc(-c2csc(C(O)(c3ccccc3)C(F)(F)F)n2)c1 (stereo not drawn),-18.0
COc1ccc(OC)c(NC(=O)C2(C)CCN2Cc2cccc(OC)c2F)c1 (stereo not drawn),-20.1
CCOC(=O)C1=CCN(S(=O)(=O)c2ccccc2F)C1c1ccc(F)cc1 (stereo not drawn),-16.6
Cn1c(=O)c2c(-c3ccccc3)n(-c3cc([N+](=O)[O-])ccc3N)cc2n(C)c1=O,14.2
CCc1nc2ccc(C(=O)Nc3ccc(OC)c(OC)c3)cn2c1N(C)C(=O)Cc1ccccc1,8.0
N/N=C(/C(=O)N1CCN(c2ccccn2)CC1)c1ccccc1I,-1.4
COc1cccc(OC)c1OCCN1CCC(C(=O)NC(c2ccc3c(c2)OCO3)c2ccccn2)CC1 (stereo not drawn),-60.6*
O=C1c2ccccc2C(c2nnnn2-c2ccc3c(c2)OCCO3)N1CCOc1ccccc1 (stereo not drawn),-22.9
Cc1ccc(C(O)c2ncc(-c3ccccc3Cl)[nH]2)cc1 (stereo not drawn),38.2

# By substructure: the entries above containing a cyano group.
SMILES,HCMV antiviral
CC1(C(=O)NCCC#N)CCN1C(=O)c1ccccc1CCc1ccccc1 (stereo not drawn),-9.3
COC(=O)C1=CN(c2ccc(N3CCOCC3)cc2)C(N)=C(C#N)C1c1cccc(F)c1 (stereo not drawn),4.9
N#Cc1cccc(-c2csc(C(O)(c3ccccc3)C(F)(F)F)n2)c1 (stereo not drawn),-18.0

# Further entries
SMILES,HCMV antiviral
Clc1ccc(-c2nc3c4ccccc4ccn3c2CC2CCCCC2)cc1,179.2
COc1ccc(-c2cc(=O)c3cccc(CC(=O)O)c3o2)cc1,6.6
Cn1c(=O)c(=O)n(C)c2cc(S(=O)(=O)CCC(=O)Nc3ccccc3C(F)(F)F)ccc21,7.5
CCc1c(-c2cccc(Br)c2)ncn1Cc1cccc(-c2ccccc2)c1,40.6
CCOc1cc(N2CCC(O)CC2)ccc1Nc1ncc2c(n1)N(C)c1ccccc1C(=O)N2C,u
CCOC(=O)C1(C)CCCCN1C(=O)c1ccc(F)c(C)c1 (stereo not drawn),4.9
CC(Sc1ccc(S(=O)(=O)N2CCN(C)CC2)cn1)C(=O)NC1CCCC(C)C1C (stereo not drawn),-4.1
Cc1ccccc1-c1nc(NC(C)C)nc2cc(-c3ccccc3)sc12,-8.4
COc1ccc2oc(C(=O)OCC(=O)NC3CCS(=O)(=O)C3)c(C)c2c1 (stereo not drawn),-0.3
O=C(NCc1ccncc1)C(=O)NCC1OCCN1S(=O)(=O)c1ccccc1 (stereo not drawn),27.6

# No new results follow: entries from further up.
SMILES,HCMV antiviral
CC1(C)OCC(N)(CO)CO1,4.5
O=C(CN1CCN(C(=O)c2ccc(-c3nc4ccccc4s3)o2)CC1)Nc1cccc(F)c1,-16.6

# Next structures.
SMILES,HCMV antiviral
COCCN(CCOC)Cc1cc(=O)oc2ccccc12,12.7
O=C(Nc1ccccc1)c1cc(C2CCCCN2C(=O)c2ccccc2)on1 (stereo not drawn),2.5
Cc1ccc(N2CCN(C(=O)c3[nH]c(C(F)(F)F)nc3-c3ccccc3)CC2)cc1,12.0
COc1ccc2cc(C#CC3=CC(=O)C[C@H](c4ccc(F)cc4)C3)ccc2c1,-30.9
O=C(Nc1cccc(C(F)(F)F)c1)c1ccc2sc([C@@H]3O[C@H](CO)[C@H](O)[C@H](O)[C@H]3O)nc2c1,-19.0
Cc1ccc(S(=O)(=O)N2CC3C(=O)C[C@@H](c4ccccc4)N(S(=O)(=O)c4ccccc4Cl)C3CC2c2ccccc2)cc1 (stereo partly drawn),-38.0

# This is a subset; rates above refer to the full screens.
